High-throughput results deposited in PubChem by National Center for Advancing Translational Sciences (NCATS).
Nrf2 block: Nrf2 pathway inhibition | actives 2.1% (n = 360,000) | Potency, µM (top dose mostly 46 µM), inactives show at the highest dose activity change, negative = inhibition, most hits filed as inhibitors | AID 504444 | A549 ARE-Fluc reporter, luciferase luminescence, 18-24 h; further: potency means the concentration at half of the fitted maximal effect; on the % scale 0 is the no-effect control and ±100 the full control effect; nearly all actives have a fitted effect of over 60% in size
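Reporter: ARE-Fluc in A549. Exposure: 18-24 h, 37 °C, 5% CO2, 5% FBS OPTI-MEM. Readouts: fluorescent cytotoxicity (CellTiter-Fluor), then luminescent Nrf2 signal after BugLite.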
CCT modulator: changes cytosolic chaperonin activity; purified chaperonin ATPase assay, HTRF ADP detection, 30 min; activity change, % (no concentration beside the values), hits read low; actives 0.3% (n = 360,000); AID 651819; in the data active means activity change below about -30%; further: on the % scale 0 is the no-effect control and ±100 the full control effect
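First, chaperonin was dispensed at 40 nM or 20 nM final depending on batch activity. Next, compounds were pinned at 76 uM and ATP added at 10 uM. After 30 min at 37 °C, ADP detection reagents ran 30 min at ambient temperature.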
Akt phos inh: Akt phosphorylation inhibition; Neuro2A IGF-stimulated pAkt S473 HTRF, 20 min; hits give low values; activity change, % for hits at 50 µM; actives 0.32% (n = 360,000); AID 651550; in the data active means activity change below about -80%; inconclusive means mostly about -51% to -80%; further: on the % scale 0 is the no-effect control and ±100 the full control effect
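Single-point screen (50 µM final compound) in Neuro2A cells stimulated 20 min with 6 nM IGF at 37 deg C. After lysis, Ser473-phosphorylated Akt read by HTRF (ex 330 nm, em 615/665 nm) as the 665/615 ratio.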
TGFb SMAD3 inh: TGF-b pathway inhibition. HepG2 CAGA-GFP TGF-b/SMAD3 reporter, GFP fluorescence, 18 h; TGF-beta stimulated, 500 pg/mL final. actives 1.2% (n = 410,000). Potency, µM (doses to about 46.1 µM), for the others: at the highest dose activity, negative = inhibition, most hits filed as inhibitors. AID 588855; further: potency means the concentration at half of the fitted maximal effect; on the % scale 0 is the no-effect control and ±100 the full control effect; nearly all actives have a fitted effect of over 65% in size
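Inhibition was scored as loss of TGF-beta-induced (500 pg/mL final, 18 hours, 37 degrees C) GFP in HEPG2 cells carrying a CAGA-GFP reporter, in DMEM with 1% FBS. Well GFP was summed per cell; Activity was normalised to unstimulated and stimulated DMSO wells, then concentration-response fitting.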
A549 tox: A549 cytotoxicity, counter-screen for Nrf2 inhibitors; A549 ARE-Fluc cells, CellTiter-Fluor viability, 18-24 h; Potency, µM (top dose mostly 46 µM), inactives show top-dose activity change, negative = cytotoxicity, most hits filed as inhibitors; actives 0.16% (n = 390,000); AID 504648; further: potency means the concentration at half of the fitted maximal effect; on the % scale 0 is the no-effect control and ±100 the full control effect
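A549 ARE-Fluc cells in 5% FBS OPTI-MEM, 5000 cells/well, rested 2 h then exposed to compounds in concentration-response for 18-24 h at 37 °C. Viability by CellTiter-Fluor fluorescence (Ex 405/Em 525) after 30 min; luciferase luminescence (BugLite, 15 min, RT) read afterwards.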
EPAC2 antagonist: antagonists of human EPAC2. Q8WZA2. Potency, µM (titrated, usually from 114 µM), for inactives: top-dose activity, negative = inhibition, hits mostly inhibitors. EPAC2 GEF exchange of Rap1B-BODIPY-GDP, fluorescence. actives 0.18% (n = 360,000); further: potency means the concentration at half of the fitted maximal effect; on the % scale 0 is the no-effect control and ±100 the full control effect; nearly all actives have a fitted effect of over 45% in size; many of its hits are not listed in these tables
Target sequence (Q8WZA2 whole entry, looked up): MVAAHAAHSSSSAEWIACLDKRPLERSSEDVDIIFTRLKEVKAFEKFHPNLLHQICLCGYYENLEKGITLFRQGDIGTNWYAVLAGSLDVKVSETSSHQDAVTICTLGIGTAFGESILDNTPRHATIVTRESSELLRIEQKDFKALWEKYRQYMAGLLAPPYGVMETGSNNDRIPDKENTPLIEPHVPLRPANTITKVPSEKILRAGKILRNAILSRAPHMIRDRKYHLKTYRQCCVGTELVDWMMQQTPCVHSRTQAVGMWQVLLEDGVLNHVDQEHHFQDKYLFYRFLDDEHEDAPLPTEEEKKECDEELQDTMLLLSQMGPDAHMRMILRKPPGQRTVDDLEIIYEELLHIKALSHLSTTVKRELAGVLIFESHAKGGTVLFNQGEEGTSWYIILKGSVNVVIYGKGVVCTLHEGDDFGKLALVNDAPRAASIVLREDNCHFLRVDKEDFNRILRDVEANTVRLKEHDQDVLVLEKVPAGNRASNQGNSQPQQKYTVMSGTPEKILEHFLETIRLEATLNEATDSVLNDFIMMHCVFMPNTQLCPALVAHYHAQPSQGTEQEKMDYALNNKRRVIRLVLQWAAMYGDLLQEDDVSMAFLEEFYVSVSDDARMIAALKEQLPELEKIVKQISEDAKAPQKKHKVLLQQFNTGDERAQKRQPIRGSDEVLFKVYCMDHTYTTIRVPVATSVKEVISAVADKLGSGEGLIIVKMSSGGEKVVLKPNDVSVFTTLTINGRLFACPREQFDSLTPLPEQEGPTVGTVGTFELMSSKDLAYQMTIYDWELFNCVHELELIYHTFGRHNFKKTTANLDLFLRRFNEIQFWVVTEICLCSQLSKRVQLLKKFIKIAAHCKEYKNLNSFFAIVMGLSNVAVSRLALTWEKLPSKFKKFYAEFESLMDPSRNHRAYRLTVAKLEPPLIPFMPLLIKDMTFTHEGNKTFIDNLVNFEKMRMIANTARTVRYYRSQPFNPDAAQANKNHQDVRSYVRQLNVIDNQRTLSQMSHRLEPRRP
EPAC2 agonist: agonists of human EPAC2 (RAPGEF4); EPAC2 activation, biochemical qHTS; response scale: 100% = 6.5 mM cAMP response; Potency, µM (titrated, usually from 154 µM), inactives show at the highest dose activation, actives largely listed as activators; actives 0.079% (n = 360,000); further: potency means the concentration at half of the fitted maximal effect; nearly all actives have a fitted effect of over 50% in size
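In this primary screen, activation is scored as increased exchange of BODIPY-GDP from Rap1B by 100 nM EPAC2, with 50 uM GDP as competitor. Signal is normalized to the 6.5 mM cAMP agonist control.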
Nrf2 ARE act: activates Nrf2 signaling. Potency, µM (highest dose often 46.1 µM), for inactives: top-dose activation, most hits filed as activators. AREc32 ARE-luciferase reporter (MCF7-derived line), luminescence, 24 h. actives 0.31% (n = 410,000); further: potency means the concentration at half of the fitted maximal effect; % of control where 0% means no effect; nearly all actives have a fitted effect of over 65% in size
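Luciferase luminescence (Steady-Glo, 30 min at room temperature) served as the read-out of ARE activation in AREc32 cells treated with compounds for 24 hr at 37 deg C.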
MmCpn inh: M. maripaludis TRiC chaperonin inhibition; AID 504842; actives 0.031% (n = 330,000); purified Mm-Cpn ATPase, ADP Transcreener TR-FRET; Potency, µM (highest dose often 76.9 µM), without a hit: at the highest dose activity, negative = inhibition, most hits filed as inhibitors; further: potency means the concentration at half of the fitted maximal effect; on the % scale 0 is the no-effect control and ±100 the full control effect; nearly all actives have a fitted effect of over 80% in size
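25 nM Mm-CPN + cpd, 10 min 37°C; + 10 uM ATP, 30 min 37°C; buffer 30 mM Tris pH 7.4, 100 mM KCl, 5 mM MgCl2, 1 mM DTT; Transcreener ADP HTRF detection 30 min RT.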
An asterisk follows results filed as active; i = inactive; ? = inconclusive; / = not tested or not shown. Unless noted, the call rests on the fitted dose curve; in most records, active means well fitted curve in the direction sought with a large enough effect; inconclusive means small, poorly fitted or top-dose-only effect, or another doubt; inactive means no such curve, though single readings can be large; an effect the other way counts as inactive or inconclusive.

no. | mol | Nrf2 block | CCT modulator | Akt phos inh | TGFb SMAD3 inh | A549 tox
1 | FC(F)(F)c1ccnc(NCc2ccc(Cl)cc2)n1 | -9% | 0.6 | i | ? | 0%
2 | O=C(O)c1cc(-c2ccc(/C=C3\NC(=O)N(c4ccc(Cl)cc4)C3=O)o2)ccc1Cl | 2% | -0.9 | i | ? | -3%
3 | COc1ccccc1-c1cc(C(F)(F)F)nc(S(=O)(=O)CCCC(=O)O)n1 | / | -3.7 | i | 18µM* | -18%
4 | O=C(C1CCN(S(=O)(=O)c2ccccc2[N+](=O)[O-])CC1)N1CCOCC1 | 0% | -1.0 | i | -3% | -7%
5 | CCN(CC)CCC#CC1(O)c2ccccc2-c2ccccc21 | 13% | 4.0 | i | 16% | 1%
6 | O=C(Cn1nc(C(=O)O)c2ccccc2c1=O)Nc1cccc(S(=O)(=O)N2CCCC2)c1 | ? | 2.9 | i | 1% | 2%
7 | O=C(Oc1oc(-c2ccco2)nc1C=Nc1ccccc1)c1ccoc1 | 9% | -0.3 | i | 7% | -2%
8 | COc1cc(C(=O)ON=C2C(C)=CC(=O)C=C2C)cc(OC)c1OC | -8% | -0.1 | i | -7% | -7%
9 | O=C(COC(=O)c1ccco1)Nc1ccccc1[N+](=O)[O-] | -5% | -0.2 | i | -2% | 2%
10 | COc1cccc(CN2CCN(C3CCOCC3)CC2CCO)c1 (centres undefined) | 1% | 0.2 | i | -13% | 1%
11 | CCNc1nc(NCC)nc(N2CC(=O)N(CC(=O)OCC)C2=N)n1 | ? | -4.3 | i | -24% | 9%
12 | CN1CCN(NC(=O)c2c(-c3ccccc3)sc3ccccc23)CC1 | 7% | -6.7 | i | 11% | 6%
13 | Cc1ccccc1OCC(=O)OCC(=O)NCC1CCCO1 (centres undefined) | -1% | -1.2 | i | 2% | 1%
14 | CC(/C=C1\SC(=S)N(NC(=O)c2ccccc2C)C1=O)=C\c1ccccc1 | 7% | 0.0 | i | 0% | -3%
15 | Cc1ccc(Cl)c(NC(=O)CSc2n[nH]c(=O)n2C2CC2)c1Cl | -9% | -0.1 | i | -4% | -2%

no. | EPAC2 antagonist | EPAC2 agonist | Nrf2 ARE act | MmCpn inh
1 | -19% | 1% | 0.3% | 4%
2 | -11% | 16% | -1.2% | -4%
3 | -21% | 1% | 11µM* | -8%
4 | -5% | -7% | 0.0% | 3%
5 | 10% | -2% | 0.1% | -1%
6 | -2% | 7% | 0.0% | -5%
7 | -1% | 8% | ? | -2%
8 | 8% | -4% | -0.3% | 0%
9 | 2% | 4% | ? | 0%
10 | -4% | -2% | 0.0% | 1%
11 | -4% | -2% | 3.1% | /
12 | -12% | 10% | -0.6% | -1%
13 | 0% | 4% | 0.4% | -14%
14 | -7% | 0% | 3.6% | -7%
15 | 1% | 6% | -1.0% | 1%

The listing continues.
no. | mol | Nrf2 block | CCT modulator | Akt phos inh | TGFb SMAD3 inh | A549 tox
16 | Cc1ccc(C)c(OC(=O)c2cccnc2Cl)c1C | 12% | -1.1 | i | 13% | 2%
17 | O=C(COc1ccc2ccccc2c1)NCCc1ccc2c(c1)OCCO2 | ? | -0.9 | i | -17% | 7%
18 | O=S(=O)(c1ccccc1OC(F)(F)F)N1CCN(c2ccnc3cc(Cl)ccc23)CC1 | ? | -1.8 | i | -26% | 2%
19 | Cc1cccnc1CCNC(=O)CCc1nnc(-c2ccccc2)o1 | -8% | 1.2 | i | 10% | 0%
20 | Cc1ccccc1Nc1sc(C(=O)c2ccccc2)c(N)c1S(C)(=O)=O | ? | / | / | -4% | -12%
21 | O=C(Cn1c(=O)c(=O)n(Cc2ccccc2)c2ccc(Cl)cc21)Nc1ccc(F)cc1F | 8% | -1.8 | i | 0% | 0%
22 | O=C(COC(=O)Cc1ccccc1F)NCc1ccc(Cl)cc1 | 40% | 0.8 | i | 2% | 12%
23 | C[C@H](O)[C@@H]1C(=O)N2CCc3ccc(-c4ccccc4)cc3[C@@H]2C[C@@H]1N(C)C(=O)Nc1cc(Cl)cc(Cl)c1 | -18% | -3.3 | i | ? | -15%
24 | COc1ccc(CNC(=O)c2cccc(C)c2[N+](=O)[O-])cc1 | 10% | -3.2 | i | -11% | 10%
25 | O=S1(=O)N=C(N(CCO)/N=C/c2ccccc2)c2ccccc21 | -6% | -4.0 | i | 0% | 5%
26 | O=c1ccn(Cc2ccccc2)c(=O)n1Cc1ccccc1 | -11% | -4.1 | i | -7% | 10%
27 | COc1ccc(Br)cc1CN(C)CC(=O)Nc1cc(Cl)ccc1Cl | -6% | 0.3 | i | ? | 16%
28 | Cc1ccc(N2CC(C(=O)NCc3ccco3)CC2=O)cc1Cl (centres undefined) | 17% | 3.5 | i | 0% | -2%
29 | CC1CN(S(=O)(=O)c2cccc(C(=O)Nc3cc(Cl)ccc3N3CCOCC3)c2)CC(C)O1 (centres undefined) | -18% | 0.8 | i | -27% | ?
30 | O=C(NCc1ccccc1Cl)C(=O)NCC1OCCN1S(=O)(=O)c1cccs1 (centres undefined) | 9% | -1.0 | i | ? | 0%

no. | EPAC2 antagonist | EPAC2 agonist | Nrf2 ARE act | MmCpn inh
16 | ? | 15% | 0.0% | 0%
17 | -8% | 19% | 0.3% | -1%
18 | -8% | -2% | 0.2% | -1%
19 | -2% | 0% | -0.6% | -1%
20 | / | / | -1.0% | /
21 | 2% | -8% | -0.4% | -1%
22 | 5% | 10% | 5.8% | 0%
23 | 6% | 2% | 4.2% | /
24 | -1% | 5% | -0.2% | 0%
25 | -4% | 3% | 3.1% | 2%
26 | -3% | 1% | 0.3% | 0%
27 | -9% | 0% | -0.1% | 1%
28 | 3% | 4% | 13% | 0%
29 | -3% | 12% | 1.0% | -4%
30 | 1% | 10% | -0.1% | 1%

(next part)
no. | mol | Nrf2 block | CCT modulator | Akt phos inh | TGFb SMAD3 inh | A549 tox
31 | COc1ccccc1CNC(=O)C[C@@H]1C[C@H]2c3cc(NC(=O)c4ccc5c(c4)OCO5)ccc3O[C@H]2[C@@H](CO)O1 | / | -0.5 | i | 8% | /
32 | C=CCn1c(=NC(=O)C2CC2)sc2cc(NC(C)=O)ccc21 | 19% | -0.7 | i | 10% | -1%
33 | NC(=O)c1ccccc1NC(=O)CCn1c(=S)oc2ccccc21 | ? | 1.9 | i | 2% | 2%
34 | CS(=O)(=O)c1nc(-c2ccc(F)cc2)cc(C(F)(F)F)n1 | ? | -2.0 | i | ? | ?
35 | COc1ccc(/C=N/n2c(=O)[nH]c3c([nH]c4ccc(Br)cc43)c2=O)cc1CN1CCOCC1 | -18% | -0.9 | i | 2% | -21%
36 | O=C(OCC(=O)c1c[nH]c2ccccc12)C1=COCCO1 | ? | -0.4 | i | 1% | 2%
37 | COc1ccc(C2C(C(=O)N3CCCC3)CC(=O)N2c2ccc(OC)cc2)cc1 (centres undefined) | 11% | 1.1 | i | 5% | -2%
38 | COC(=O)c1c(SCc2cccc3ccccc23)nc(=O)[nH]c1C | -10% | -3.1 | i | ? | 4%
39 | CCOc1cc(N2CCOCC2)c(OCC)cc1NC(=O)c1cc(S(=O)(=O)N2CCOCC2)ccc1Cl | 8% | -0.6 | i | ? | -9%
40 | Nc1nc(N)nc(-c2ccc(Cl)cc2)n1 | 27% | -0.2 | i | -4% | 2%
41 | COCCn1cnc2c1c(=O)n(CC(=O)OCC(=O)NCC(F)(F)F)c(=O)n2Cc1ccccc1 | 8% | -0.9 | i | -2% | 6%
42 | CC(=O)C1CCCN(C(=O)c2ccc3oc(CCc4ccccc4)nc3c2)C1 (centres undefined) | 0% | -1.1 | i | -20% | 4%
43 | CSc1ncccc1C(=O)N1CCCC(CCC(=O)NCc2ccc(F)c(F)c2)C1 (centres undefined) | 1% | 0.0 | i | -2% | 1%

no. | EPAC2 antagonist | EPAC2 agonist | Nrf2 ARE act | MmCpn inh
31 | 1% | -3% | 4.9% | /
32 | 8% | -6% | 7.2% | 0%
33 | -4% | 4% | -0.2% | -9%
34 | -20% | -3% | ? | -8%
35 | -7% | -14% | 1.0% | -2%
36 | 12% | 4% | 2.8% | -3%
37 | 2% | 0% | 0.2% | -1%
38 | 4% | 13% | 0.1% | -1%
39 | -5% | -2% | 0.2% | 1%
40 | 5% | 9% | 2.2% | 2%
41 | -7% | -6% | 1.7% | -1%
42 | 5% | -1% | 2.4% | 0%
43 | 9% | -5% | 0.0% | 4%

Four compounds drawn at random from the list so far, as already listed:
no. | mol | Nrf2 block | CCT modulator | Akt phos inh | TGFb SMAD3 inh | A549 tox
43 | CSc1ncccc1C(=O)N1CCCC(CCC(=O)NCc2ccc(F)c(F)c2)C1 (centres undefined) | 1% | 0.0 | i | -2% | 1%
31 | COc1ccccc1CNC(=O)C[C@@H]1C[C@H]2c3cc(NC(=O)c4ccc5c(c4)OCO5)ccc3O[C@H]2[C@@H](CO)O1 | / | -0.5 | i | 8% | /
39 | CCOc1cc(N2CCOCC2)c(OCC)cc1NC(=O)c1cc(S(=O)(=O)N2CCOCC2)ccc1Cl | 8% | -0.6 | i | ? | -9%
37 | COc1ccc(C2C(C(=O)N3CCCC3)CC(=O)N2c2ccc(OC)cc2)cc1 (centres undefined) | 11% | 1.1 | i | 5% | -2%

no. | EPAC2 antagonist | EPAC2 agonist | Nrf2 ARE act | MmCpn inh
43 | 9% | -5% | 0.0% | 4%
31 | 1% | -3% | 4.9% | /
39 | -5% | -2% | 0.2% | 1%
37 | 2% | 0% | 0.2% | -1%

Some of the compounds tested (hit frequency here may not be typical).
